Screening data as filed in PubChem BioAssay.
ROC1-CUL1 inh: inhibitors of human ROC1-CUL1 ubiquitin ligase activity | AID 1347404 | in vitro K48 di-Ub FRET, acceptor:donor ratio, 45 min | P62877+Q13616 | inhibition, % at 10 µM | 140,000 compounds, 0.6% hits; in the data active = inhibition above about 25%
Target sequence (P62877 whole entry, looked up): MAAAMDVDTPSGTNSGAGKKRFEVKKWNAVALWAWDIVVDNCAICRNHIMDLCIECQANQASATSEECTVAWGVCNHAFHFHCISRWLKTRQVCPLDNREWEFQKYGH
Target sequence (Q13616 whole entry, looked up): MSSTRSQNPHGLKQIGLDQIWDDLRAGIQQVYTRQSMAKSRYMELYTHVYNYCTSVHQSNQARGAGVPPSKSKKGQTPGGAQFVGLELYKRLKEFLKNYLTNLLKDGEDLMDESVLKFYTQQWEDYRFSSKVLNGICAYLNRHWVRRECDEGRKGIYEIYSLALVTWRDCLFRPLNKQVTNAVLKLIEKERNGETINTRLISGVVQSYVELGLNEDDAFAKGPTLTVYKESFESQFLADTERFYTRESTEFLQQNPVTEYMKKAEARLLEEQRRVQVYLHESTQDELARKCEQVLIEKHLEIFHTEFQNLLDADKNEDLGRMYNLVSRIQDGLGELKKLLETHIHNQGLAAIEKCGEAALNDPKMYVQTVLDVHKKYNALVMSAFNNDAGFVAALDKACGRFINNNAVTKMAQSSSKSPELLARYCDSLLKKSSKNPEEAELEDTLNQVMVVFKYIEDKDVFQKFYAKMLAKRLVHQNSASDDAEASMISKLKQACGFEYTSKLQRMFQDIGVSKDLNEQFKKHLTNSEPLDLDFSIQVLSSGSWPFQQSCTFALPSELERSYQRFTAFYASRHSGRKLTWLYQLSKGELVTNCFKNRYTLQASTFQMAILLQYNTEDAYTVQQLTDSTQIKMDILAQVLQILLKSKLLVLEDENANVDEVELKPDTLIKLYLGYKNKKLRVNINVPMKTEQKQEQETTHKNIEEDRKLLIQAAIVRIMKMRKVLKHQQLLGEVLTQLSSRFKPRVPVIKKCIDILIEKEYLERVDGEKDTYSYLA
* = called active by the depositor. These rows are one share of the data; rates above refer to the full screens.

Preview (4 entries):
Structure | ROC1-CUL1 inh
CCCC(=O)Nc1scc(-c2ccc(Cl)cc2)c1C(=O)OCC | 2
COc1cc(CN2CCCC(CNC(=O)c3ccc(F)cc3)C2)cc(Cl)c1O (stereo not given) | 5
COc1ccc(NC(=O)CSc2c3c(nc4ccc(Cl)cc24)CCCC3)cc1Cl | 1
Cc1cccc(C)c1NC(=O)CSc1nc2sc3c(c2c(=O)n1-c1ccccc1)CCC3 | -1

The whole of this part, repeating the preview:
Structure | ROC1-CUL1 inh
CCCC(=O)Nc1scc(-c2ccc(Cl)cc2)c1C(=O)OCC | 2
COc1cc(CN2CCCC(CNC(=O)c3ccc(F)cc3)C2)cc(Cl)c1O (stereo not given) | 5
COc1ccc(NC(=O)CSc2c3c(nc4ccc(Cl)cc24)CCCC3)cc1Cl | 1
Cc1cccc(C)c1NC(=O)CSc1nc2sc3c(c2c(=O)n1-c1ccccc1)CCC3 | -1
COc1ccc(C(=O)Oc2cccc3ccc(C)nc23)cc1 | 3
CCOC(=O)N1CCN(C(=O)c2ccc3c(c2)CC(C)N3S(C)(=O)=O)CC1 (stereo not given) | 8
O=C(c1ccco1)n1nc(-c2ccc(Cl)cc2)nc1NCc1ccccc1 | -2
COc1ccc(C(=O)C2CCCN(Cc3ccc(OC)c(OC)c3OC)C2)cc1F (stereo not given) | 3
Cc1nnc(SCC(=O)N2CCC(c3noc4ccc(F)cc34)CC2)s1 | 0
COc1ccc(C2(CO)C(=O)c3ccc(OC)cc3C2=O)cc1 (stereo not given) | -1
CC(NC(=O)c1ccc(S(=O)(=O)N2CCOCC2)cc1)c1ccccc1 (stereo not given) | -4
Cc1ccccc1CCC1CCCN(C(=O)CCc2cnn(C)c2)C1 (stereo not given) | -1
Cc1ccccc1CN1CCCC(CO)(Cc2ccc(F)cc2)C1 (stereo not given) | 16
Cc1cc(Br)c(NC(=O)C(C)C)cc1C | -2
CC1=Nc2nc(-c3ccccc3)nn2C(c2ccccc2Cl)C1C(=O)Nc1cccnc1 (stereo not given) | 9
O=C(Nc1cccc(-c2cn3cccnc3n2)c1)c1cc(Br)ccc1Cl | -1
CC1CCCCN1C(=O)CN1CCSc2ccccc21 (stereo not given) | 3
Cc1cc(C)c(C#N)c(=O)[nH]1 | -4
CC(=O)Nc1nnc(SCC(=O)Nc2nnc(SCC(=O)c3ccccc3)s2)s1 | 2
CC(Sc1nc2ccccc2[nH]1)c1ccccc1 (stereo not given) | -1

Structural class, those above containing a Cl atom
Structure | ROC1-CUL1 inh
CCCC(=O)Nc1scc(-c2ccc(Cl)cc2)c1C(=O)OCC | 2
COc1cc(CN2CCCC(CNC(=O)c3ccc(F)cc3)C2)cc(Cl)c1O (stereo not given) | 5
COc1ccc(NC(=O)CSc2c3c(nc4ccc(Cl)cc24)CCCC3)cc1Cl | 1
O=C(c1ccco1)n1nc(-c2ccc(Cl)cc2)nc1NCc1ccccc1 | -2
CC1=Nc2nc(-c3ccccc3)nn2C(c2ccccc2Cl)C1C(=O)Nc1cccnc1 (stereo not given) | 9
O=C(Nc1cccc(-c2cn3cccnc3n2)c1)c1cc(Br)ccc1Cl | -1

Continued.
Structure | ROC1-CUL1 inh
COc1cc(N2C[C@H]3OC(=O)N(CCc4cccc(Cl)c4)[C@H]3C2)ncn1 | 6
Cc1cccc(NC(=O)C(=O)NCCc2sc(-c3ccccc3)nc2C)c1C | -8
COC1CCN(C(=O)C2(N(C)CCc3ccccc3)Cc3ccccc3C2)CC1 | 6
CCn1c(C)cn2c3c(=O)n(Cc4ccc(F)cc4)c(=O)n(C)c3nc12 | 11
COCC(=O)Nc1cc(Cl)c(OC)cc1OC | 5
Cc1sc2ncnc(Sc3ccc4ccccc4c3)c2c1-c1ccc(Cl)cc1 | -7
O=C(c1cccs1)N1CCc2c([nH]c3ccccc23)C1c1ccc(Cl)cc1 (stereo not given) | 3
COc1ccc(-c2ccccc2NC(=O)C2CCCN(Cc3ccoc3)C2)cc1 (stereo not given) | -6
CC1(C)CC(=O)CC(=NNC(=O)c2ccc(N)cc2)C1 | -6
O=C(N/N=C/c1ccccc1OC(=O)c1ccco1)C(=O)N/N=C/c1ccccc1OC(=O)c1ccco1 | -4
CCCCOc1cccc(NC(=O)c2sc3nc4c(cc3c2N)CCCCC4)c1 | -6
Cc1ccc(NC(=O)CCCn2c(=O)c3cccn3c3ccccc32)cc1C | 1
CCOC(=O)c1sc(NC(=O)c2ccc(C)c(C)c2)nc1C | -7
COc1ccc(Br)c(N2C(=O)C(Br)C(Br)C(=O)N2C)c1 (stereo not given) | -4
Cc1cc(C)cc(N2CCn3c2nc2c3c(=O)n(Cc3c(F)cccc3Cl)c(=O)n2C)c1 | -2
O=C(Nc1ccccc1Cl)c1ccc(COc2ccccc2Br)cc1 | 3
Cc1c(Cl)cccc1NC(=O)CCn1cnnn1 | 0
OC1(c2ccc(Cl)cc2)CCN(CCc2ccc(F)cc2)CC1 | -1
O=C(Nc1ccccc1)C1CCN(C(=O)c2cccc(F)c2)CC1 | 2
Cc1sc2c(c1C)c(=O)n(CCc1ccccc1)c(=O)n2Cc1ccccc1Cl | -7
CCc1ccc(S(=O)(=O)N2CCN(C(=O)C3CCCO3)CC2)cc1 (stereo not given) | -11
Cn1c(=O)c2c(ncn2CC(=O)Nc2ccccc2C(N)=O)n(C)c1=O | -3
CC(C(=O)O)c1cccc2c1sc1ccccc12 (stereo not given) | -1
CCOc1ccccc1NC(=O)c1cc2c(=O)n(Cc3cccnc3)ccc2nc1C | 3
CCCc1sc2ncnc(Cl)c2c1C | -11
CCCCC(CC)C(=O)Nc1nc2c(C)cccc2s1 (stereo not given) | 2
O=C(Nc1nc(COc2ccccc2)cs1)C12CC3CC(CC(C3)C1)C2 | 13
O=C(c1cccc(Cl)c1)N1CCN(S(=O)(=O)c2cccs2)CC1 | 1
CCCCCn1c(C(C)NC(=O)c2ccccc2)nc2ccccc21 (stereo not given) | -1
COc1ccc(NS(=O)(=O)c2ccc(NC(=O)c3cccc(I)c3)cc2)nn1 | 0
CCOc1cc(/C=C2/N=C(c3cccc(Cl)c3)OC2=O)ccc1OC(=O)CC | 2
COc1ccc(NC(=O)c2cc3c(C)nn(-c4ccccc4)c3s2)c(OC)c1 | 2
CCOC(=O)C1CCCN(C2CCN(c3ccc(C(=O)NCCN4CCOCC4)cc3)CC2)C1 (stereo not given) | 12
O=C(NC1CCCC1)c1ccccc1Cl | 6
C(=C/c1ccccc1)/C1=Nc2ccccc2NC(c2ccccc2)C1 (stereo not given) | -4
Cc1cc(SCC(=O)Nc2nsc(-c3ccc(C(C)(C)C)cc3)n2)nc2ccccc12 | -3
Cc1ccc(C(=O)Nc2ccc(C)c(Cl)c2)s1 | -4
Brc1cccc(-c2c3c(nn2-c2ccccn2)CCc2ccccc2-3)c1 | 7
CC(C)c1cc(C(=O)N/N=C/c2cccn2C)c(O)c(C(C)C)c1 | -2
O=C(c1ccc(OC2CCN(Cc3ccncc3)CC2)cc1)N1CCCC1 | 5
Cc1cc(C)c(C2C3=C(CCCC3=O)OC(=N)C2C#N)c(C)c1 (stereo not given) | -2
CCCNC(=O)c1cccc(Oc2ccccc2)c1 | -1
CCc1c(C)sc(N)c1C(=O)NCc1cccnc1 | 9
CCn1nccc1NC(=O)Cn1cc(-c2ccc(-n3cccn3)cc2)cn1 | 15
Cc1cc(C)c(C)c(S(=O)(=O)NCC(=O)N2CCN(C(=O)c3ccco3)CC2)c1C | -6
CCn1c(=O)c2c(nc3n(-c4ccccc4C)c(C)cn23)n(C)c1=O | 6
COc1cccc(OCc2nc(C(=O)N(C)C(C)C)co2)c1 | 8
O=C(/C=C/c1ccccc1)N1CCC(N2CCC(C(=O)N3CCCC3)CC2)CC1 | -5
O=C1OC(c2ccccc2)=N/C1=C\c1ccc(-c2ccc(C(=O)O)cc2)o1 | 13
Cc1c(Cl)cccc1Nc1nc(N)nc(CSc2ncccn2)n1 | 4

Remaining list, next part
Structure | ROC1-CUL1 inh
Cc1ccc2nc(-c3ccc(N4CCOCC4)cc3)c(Nc3ccccc3C)n2c1 | -6
CC(=C(C#N)C#N)c1c[nH]c2ccccc12 | -4
CCOC(=O)c1c(-c2ccc(C)cc2)csc1NC(=O)c1cc(=O)c2ccc(C)cc2o1 | -6
Cc1ccc(O)c(NC(=S)NC(=O)CC(C)C)c1 | -3
COc1ccccc1NC(=S)NC(=O)Cc1ccccc1 | 0
O=C(Nc1ccc(F)cc1)C1CCC1 | 5
COc1ccccc1N1CCN(C(=O)c2cc(F)c(F)cc2Cl)CC1 | 3
Cc1ccccc1-c1nc2sc(-c3ccccc3)cc2c(=O)o1 | -5
COc1cc(C(=O)Nc2ccc3[nH]c(=O)sc3c2)cc(OC)c1OC | 3
Cc1ccc(/C=C/C=C/c2ccccc2)cc1 | -4
Cc1cccc(N2CCN(C(=O)c3cc4c(=O)n(C)c5ccccc5c4s3)CC2)c1C | -1
CC12CCC(C(=O)Nc3ccccc3C(F)(F)F)(C(Br)C1=O)C2(C)C (stereo not given) | 7
Cc1ccc(NC(=O)N2CC3CCCN3c3ccccc32)cc1Cl (stereo not given) | 3
Cn1nccc1C(=O)Nc1ccccc1C(=O)O | 6
COc1ccc(C2c3c(n[nH]c3C)OC(=N)C2C#N)c(OC)c1OC (stereo not given) | 1
COc1ccc(NC(=O)c2c(NC(=O)COc3ccccc3)sc3c2CCC(C)C3)cc1 (stereo not given) | -4
Clc1ccccc1-c1ccc(/C=N/Nc2nncc(-c3ccccc3)n2)o1 | 7
CC1=C(C#N)C(=O)N(Cc2ccccc2)C(=O)C1 | 4
COc1cc(NC(=O)Cn2c(=O)n(CC(=O)NCCc3ccc(OC)c(OC)c3)c(=O)c3sccc32)cc(OC)c1 | 1
CCN1CC(CN(C)Cc2nc(-c3cccc(Cl)c3)oc2C)CC1=O (stereo not given) | -2
CCOc1cc(C=C2C(=O)c3ccccc3C2=O)cc(Cl)c1OC | -8
Clc1ccc(-c2nncnc2N2CCCC2)cc1 | 4
CC(C)(C)c1ccc(OCC(=O)Nc2ccc3c4c(cccc24)C(=O)NC3=O)cc1 | 10
CCCN1CCC(NC(=O)COc2ccc(F)cc2Cl)CC1 | 6
C=CCNS(=O)(=O)c1ccc(C(=O)N2CCCCC2C)cc1 (stereo not given) | 2
COc1ccc2c(c1)c(=O)c(S(=O)(=O)c1ccccc1)cn2CC(=O)Nc1ccc(C)c(Cl)c1 | -6
CCOc1ccc(S(=O)(=O)NCCN2CCOCC2)c(C)c1C | -6
Cc1ccccc1NC(=O)c1cc2n(n1)C(C(F)(F)F)CC(c1ccco1)N2 (stereo not given) | -3
CCOC(=O)c1ccc(NC(=O)NC(=O)C(F)(F)F)cc1 | 0
CN(C(=O)CSc1nnc(-c2ccccc2F)o1)C1CCCCC1 | 5
CC(C)c1ccc(NC(=O)CCS(=O)(=O)c2ccc(Br)s2)cc1 | 9
NCC/C=C1/c2ccccc2CSc2ccccc21 | 19
CCN1C(=O)/C(=C/c2cn(CCOc3ccccc3)c3ccccc23)N(C)C1=S | -5
C/C=N\NC(=O)COc1ccccc1 | -2
CC(=O)c1ccc(N2CCN(S(=O)(=O)c3ccc(-c4cnc(C5CC5)o4)cc3)CC2)cc1 | -6
O=c1cc(C2CCN(Cc3cncn3Cc3ccccc3)CC2)nc[nH]1 | -5
CC1(C)CC(NS(=O)(=O)c2ccccc2)CC(C)(CNS(=O)(=O)c2ccccc2)C1 (stereo not given) | -2
COc1ccc(Cc2nc3ccc(C(=O)NCCc4ccc(Cl)cc4)cc3o2)cc1 | -1
O=C(C1CCOCC1)N1CCC(C2CCN(c3ncccn3)CC2)C1 (stereo not given) | 2
C=CCn1c(SCc2ccccc2F)nc2sc3c(c2c1=O)CCC3 | 8
O=S(=O)(Oc1ccc(-c2cnc3ccccc3n2)cc1)c1ccc2ccccc2c1 | -7
COCC1CCCN(C(=O)c2ccc(N(C)Cc3cnn(C)c3)nc2)C1 (stereo not given) | -3
COc1ccc(Cl)cc1NC(=O)CC(NCCN)C(=O)O (stereo not given) | 7
COc1ccc2c(c1)CN(C)c1ccc(C)cc1CN2C | 1
CC(=O)c1ccc(NC(=O)c2cn(-c3ccccc3)nc2-c2ccc(Br)cc2)cc1 | 7
O=C(NC1CCCCC1)c1ccc(OCC2CCCO2)c(Br)c1 (stereo not given) | 4
CCOC(=O)c1c(-c2ccc(OC)c(OC)c2)csc1NC(=O)CCN1CCN(CC)CC1 | 2
CCCCCC(=O)Nc1sc2c(c1C#N)CCCCC2 | -3
COc1ccc(Nc2nnc(-c3ccc(C)c(S(=O)(=O)N4CCOCC4)c3)c3ccccc23)cc1 | -1
O=C(O)c1ccc(Nc2nc3ccccc3c3nncn23)cc1 | -2

Going on with the list.
Structure | ROC1-CUL1 inh
COCCCn1c(=N)c(C(=O)NC2CCCC2)cc2c(=O)n3ccccc3nc21 | -1
O=C(CN1C(=O)c2cccc3cccc1c23)Nc1ccc2c(c1)OCO2 | 1
Cc1cc(C)cc(OC(=O)COc2ccc(Br)cc2Br)c1 | -3
CCOC(=O)c1scc(-c2ccccc2)c1S(=O)(=O)Nc1cc(OC)cc(OC)c1 | -13
COc1cccc(CC(C2CCN(C(=O)c3ccc(C)c(C)c3)CC2)N(C)C(=O)CC(C)C)c1 (stereo not given) | 3
COc1ccc(CCNC(=O)OCc2ccccc2)cc1OC | 3
Cc1nn(C)c2c1c(-c1ccccc1)cc(=O)n2Cc1ccccc1F | -1
CN(Cc1ccccc1)S(=O)(=O)c1ccc(NC(=S)NC(=O)COc2ccccc2)cc1 | 7
CCOC(=O)C1C(c2cccc(Cl)c2Cl)NC(=O)N(C)C1(O)C(F)(F)F (stereo not given) | -5
O=S(=O)(Nc1ccc(-c2ccc(N3CCCC3)nn2)cc1)c1ccc(OC(F)(F)F)cc1 | 11
